# Screening results (PubChem)
# CCR6 antagonist: CCR6 receptor antagonists, primary screen, cell-based, CHO-K1, luminescence, beta-arrestin, uHTS | inhibition, % at 20 µM | 0.49% of 340,000 active | AID 493098, 2011 | CHO-K1 CCR6 PathHunter beta-arrestin, CCL20-stimulated | C-C chemokine receptor type 6 (Homo sapiens), P51684;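 active = compounds whose inhibition of the agonist-driven luminescence signal at 20 µM reaches about 50%, limit read from the data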;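 note: cells stimulated with CCL20 at 14 nM final; plate controls were DMSO with CCL20 for no effect and DMSO without agonist for full effect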
# Target sequence (P51684 whole entry, looked up): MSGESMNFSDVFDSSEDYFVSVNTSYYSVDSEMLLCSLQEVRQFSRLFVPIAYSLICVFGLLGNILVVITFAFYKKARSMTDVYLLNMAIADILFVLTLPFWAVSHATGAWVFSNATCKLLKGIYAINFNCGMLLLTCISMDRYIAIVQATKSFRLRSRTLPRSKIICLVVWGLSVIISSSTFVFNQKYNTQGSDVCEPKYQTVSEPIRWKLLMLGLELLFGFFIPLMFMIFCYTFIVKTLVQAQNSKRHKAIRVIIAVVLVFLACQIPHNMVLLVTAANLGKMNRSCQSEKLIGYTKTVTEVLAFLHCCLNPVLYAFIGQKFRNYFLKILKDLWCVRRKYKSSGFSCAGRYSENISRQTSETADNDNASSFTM
# EBI2 antag: EBI2 receptor antagonists, beta-arrestin recruitment, primary screen, cell-based, luminescence, 7a,25-OHC stimulation, uHTS | inhibition, % at 5 µM | G-protein coupled receptor 183 (Homo sapiens), P32249 | 0.81% of 360,000 active | 7a,25-OHC stimulated; in the data active = inhibition above about 38%;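 note: enzyme fragment complementation signal reports receptor beta-arrestin coupling in cells; 0% = agonist plus DMSO wells and 100% = wells without agonist; some results beyond the cut were filed as inactive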
# A3A deaminase: APOBEC3A ssDNA deaminase inhibitors, primary screen, selectivity assay for APOBEC3G inhibitor project, biochemical, FAM/TAMRA oligo cleavage fluorescence; inhibition, % at 20 µM; DNA dC->dU-editing enzyme APOBEC-3A (Homo sapiens), P31941; recombinant A3A, FAM/TAMRA ssDNA deamination fluorescence; 0.41% of 330,000 active;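 active = at least 40% inhibition at 20 µM here, with at most 30% in a related deaminase screen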;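 note: plate controls were A3A with DMSO for no effect and wells lacking A3A enzyme for full effect; some results filed as inactive read as strong as hits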
# Target sequence (P31941 whole entry, looked up): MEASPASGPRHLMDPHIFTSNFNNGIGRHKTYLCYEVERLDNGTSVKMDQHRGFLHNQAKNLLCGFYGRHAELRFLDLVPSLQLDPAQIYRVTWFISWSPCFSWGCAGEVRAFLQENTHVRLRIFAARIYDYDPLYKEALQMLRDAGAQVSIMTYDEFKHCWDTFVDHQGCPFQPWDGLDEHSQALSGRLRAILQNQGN
# NR3A LBD binder: binders of NR3A ligand-binding domain, primary screen, biophysical, differential scanning fluorimetry, uHTS; Glutamate receptor ionotropic, NMDA 3A (GRIN3A) ligand-binding domain; NR3A LBD differential scanning fluorimetry, Tm shift; 0% = protein alone, 100% = glycine-bound protein; Tm shift relative to glycine control, % at 25 µM; 2.5% of 340,000 active; AID 1259313, 2017;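 active = melting temperature shift of at least 10% of the positive control shift, at one fixed dose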
# APOBEC3G inh: APOBEC3G DNA deaminase inhibitors, primary screen, biochemical, fluorescence, single-stranded DNA substrate, uHTS; 0.28% of 330,000 active; recombinant A3G, ssDNA deamination FAM/TAMRA fluorescence; DNA dC->dU-editing enzyme APOBEC-3G (Homo sapiens), Q9HC16; AID 493012, 2011; inhibition, % at 20 µM;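 active = inhibition of at least 40% at 20 µM, with no more than 30% in the related APOBEC3A deaminase screen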;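 note: plate controls were DMSO wells with A3G for no effect and wells lacking A3G enzyme for full effect; some compounds called inactive have numbers as strong as hits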
# Target sequence (Q9HC16 whole entry, looked up): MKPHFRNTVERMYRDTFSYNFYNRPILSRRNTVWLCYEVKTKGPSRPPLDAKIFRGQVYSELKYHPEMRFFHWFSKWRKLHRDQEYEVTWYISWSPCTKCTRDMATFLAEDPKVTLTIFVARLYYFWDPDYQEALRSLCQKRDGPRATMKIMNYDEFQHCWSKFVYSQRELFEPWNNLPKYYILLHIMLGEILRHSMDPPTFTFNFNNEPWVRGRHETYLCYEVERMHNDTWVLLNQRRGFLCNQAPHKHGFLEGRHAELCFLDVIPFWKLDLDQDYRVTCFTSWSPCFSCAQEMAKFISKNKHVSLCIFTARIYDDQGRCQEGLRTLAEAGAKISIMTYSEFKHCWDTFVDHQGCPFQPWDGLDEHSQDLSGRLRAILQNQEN
# MPTP inh: mitochondrial permeability transition pore inhibitors, primary screen, biochemical, isolated mouse mitochondria, absorbance | Ca2+ swelling absorbance, 30 min | inhibition, % at 10 µM | 1.4% of 360,000 active | AID 602449, 2012;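 active = inhibition of 50% or more, scaled per plate between neutral and stimulator controls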;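 note: 0% = DMSO wells given calcium and 100% = 1 mM EGTA wells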
# CXCR6 inh: CXCR6 receptor inhibitors, primary screen, cell-based, beta-arrestin, luminescence, CHO-K1 PathHunter, 1536-well. 0.36% of 360,000 active. C-X-C chemokine receptor type 6 (Homo sapiens), O00574. inhibition, % at 20 µM; in the data active = inhibition above about 34%, passing the limit was not always enough;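 note: antagonist mode with CXCL16 agonist at 10 nM final; 0% = 10 nM CXCL16 with DMSO and 100% = unstimulated wells without agonist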
# Gli-Sufu block: Gli-Sufu pathway antagonists, primary screen, luciferase luminescence, Sufu-KO-LIGHT cells, uHTS | Sufu-KO-LIGHT fibroblasts, Gli luciferase reporter luminescence | inhibition, % at 5 µM | 0.74% of 340,000 active;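 active = inhibition above about 55%, limit read from the data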;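 note: 0% = DMSO-treated cells and 100% = wells with medium but no cells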
# Numbers without * were called inactive; / = not tested or not shown.
# Second line of a record – A3A deaminase	CXCR6 inh	EBI2 antag	NR3A LBD binder	APOBEC3G inh	CCR6 antagonist	Gli-Sufu block	MPTP inh
1	CCCOc1ccc(N/C=C/C(=O)c2cc(OC)c(OC)c(OC)c2)cc1
    -5	12	14	-24	-4	18	2	1.8
2	O=C(N[C@@H](Cc1ccccc1)C(=O)NC1CC1)c1ccc(Cl)cc1
    -4	0	-9	0	2	16	14	0.0
3	c1ccc2c(c1)Oc1cccc3cccc-2c13
    -4	-15	-9	0	-8	6	-7	-1.1
4	CCCCC(=O)Nc1cccc(NC(=O)C(C)C)c1
    -5	-3	-4	-2	-4	-3	-1	12
5	CC(C)N(C(=O)CN1CCN(C(=O)C2COc3ccccc3O2)CC1)C(C)C (stereo not given)
    -1	-6	-10	1	-3	3	-7	2.2
6	CCN1C(=O)C2C(c3cccc(F)c3)NC(CC)(C(=O)OC)C2C1=O (stereo not given)
    6	1	0	0	5	2	0	-0.3
7	Cc1ccc(Cc2cnc(NC(=O)c3ccco3)s2)cc1
    0	7	-9	3	-3	-21	-75	-0.1
8	COCCCNC(=S)Nc1cccc(S(=O)(=O)NC2=NCCC2)c1
    2	2	-5	0	-12	-2	-5	-1.0
9	Cc1ccc(C)c(N2CCN(S(=O)(=O)c3ccc4c(c3)CCN4C(=O)CCC(=O)O)CC2)c1
    -2	-2	-8	0	-11	-1	-7	-3.0
10	CN(C(=O)CSc1nnc(Cc2ccccc2F)n1N)C1CCS(=O)(=O)C1 (stereo not given)
    -1	5	1	2	-6	-3	0	0.2
11	COc1cc(C(O)CO)ccc1OS(=O)(=O)O (stereo not given)
    0	3	6	-2	-3	15	-15	-2.3
12	O=C(CSc1ncn[nH]1)Nc1ccnc2ccccc12
    5	-5	-1	4	-1	-4	5	1.4
13	CCOC(=O)c1ccc(-n2cc(C(=O)c3cccnc3)nn2)cc1
    /	7	16	-1	/	1	31	-0.2
14	CCCCNC(=O)c1nn2c(C(F)(F)F)cc(-c3ccc(OC)cc3)nc2c1Br
    -2	15	19	5	-4	7	8	-0.6
15	Cc1ccnc(NS(=O)(=O)c2ccc(N3C(=O)Nc4ccccc4N3O)cc2)c1
    -3	6	-1	-1	-7	2	2	-2.6
16	CCn1c(SCC(=O)Nc2nc(C)cs2)nnc1C(C)NC(=O)c1ccccc1 (stereo not given)
    -4	4	-16	-19	-6	-3	-1	0.1
17	Cn1c(SCC(=O)c2ccccc2)ncc(C(=O)Nc2ccc(F)cc2)c1=O
    -4	11	17	-1	-15	22	-14	0.4
18	OCCCNCc1cccc2ccccc12
    -6	4	-2	2	-9	36	-9	-0.9
19	CC(=O)Cc1nsc(NC(=O)c2cc(-c3cccc(C(F)(F)F)c3)oc2C)n1
    1	-3	0	-4	-6	9	12	7.0
20	Cc1ccc(OCC(=O)Nc2ccc3c(c2)OCO3)c([N+](=O)[O-])n1
    -4	-7	-13	3	-7	-7	-12	2.9
21	COc1ccccc1C(=O)NC(=S)Nc1ccc(NC(=O)c2ccco2)cc1
    -2	-17	16	-3	-2	15	-31	0.2
22	Nc1ccc2c(c1)Cc1cc(N)c(Cl)cc1-2
    /	-9	1	9	/	8	-47	0.4
23	Cc1cccc(Nc2nnc(SCC(=O)c3ccc(Br)s3)s2)c1C
    -4	2	-13	-1	-12	10	-3	4.4
24	Cc1cccc(S(=O)(=O)Nc2ccc3c(c2)OCCO3)c1
    -5	-11	0	0	-8	-15	-2	2.0
25	CCN(CC)c1ccc2c(C)c(-c3ccc(N)cc3)c(=O)oc2c1
    -21	-3	7	-2	-9	-2	-4	-7.2
26	c1ccc(CN2CCC(CNc3ncnc4ccccc34)C2)cc1 (stereo not given)
    /	-10	-5	0	/	-9	23	7.4
27	COc1cc(C(C2=C(O)CC(C)(C)CC2=O)C2C(=O)CC(C)(C)CC2=O)cc(OC)c1OC (stereo not given)
    1	-6	-3	-2	0	-10	0	0.5
28	CC1=NN(c2ccc([N+](=O)[O-])cc2)C(=O)C1
    /	15	8	5	/	20	16	47
29	CN(CC(=O)Nc1ccccc1Cl)C(=O)COc1cccc2c1OC(C)(C)C2
    4	0	0	0	3	14	/	-1.7
30	CCCCC(=O)NNC(=S)NC(=O)c1ccc([N+](=O)[O-])cc1
    -2	-16	-5	-20	5	17	-6	-1.2

# Some of the entries so far, field by field.
25. CCN(CC)c1ccc2c(C)c(-c3ccc(N)cc3)c(=O)oc2c1
  A3A deaminase: -21 | CXCR6 inh: -3 | EBI2 antag: 7 | NR3A LBD binder: -2 | APOBEC3G inh: -9 | CCR6 antagonist: -2 | Gli-Sufu block: -4 | MPTP inh: -7.2
26. c1ccc(CN2CCC(CNc3ncnc4ccccc34)C2)cc1 (stereo not given)
  A3A deaminase: / | CXCR6 inh: -10 | EBI2 antag: -5 | NR3A LBD binder: 0 | APOBEC3G inh: / | CCR6 antagonist: -9 | Gli-Sufu block: 23 | MPTP inh: 7.4
27. COc1cc(C(C2=C(O)CC(C)(C)CC2=O)C2C(=O)CC(C)(C)CC2=O)cc(OC)c1OC (stereo not given)
  A3A deaminase: 1 | CXCR6 inh: -6 | EBI2 antag: -3 | NR3A LBD binder: -2 | APOBEC3G inh: 0 | CCR6 antagonist: -10 | Gli-Sufu block: 0 | MPTP inh: 0.5
28. CC1=NN(c2ccc([N+](=O)[O-])cc2)C(=O)C1
  A3A deaminase: / | CXCR6 inh: 15 | EBI2 antag: 8 | NR3A LBD binder: 5 | APOBEC3G inh: / | CCR6 antagonist: 20 | Gli-Sufu block: 16 | MPTP inh: 47

# Next section
# Second line of a record – A3A deaminase	CXCR6 inh	EBI2 antag	NR3A LBD binder	APOBEC3G inh	CCR6 antagonist	Gli-Sufu block	MPTP inh
31	Nc1nc(NCC2CCCO2)nc(Nc2ccccc2F)c1[N+](=O)[O-] (stereo not given)
    -6	4	-3	0	-7	12	-6	3.7
32	CC(=O)Nc1ccc(S(=O)(=O)NCCC(=O)OCC(=O)NCc2ccccc2)cc1
    -1	-3	-3	4	-5	-1	-26	-1.2
33	CCc1ccccc1N(CC(=O)N1CCCCCC1)S(C)(=O)=O
    0	-1	-11	-1	-7	7	6	1.2
34	CC(=O)Nc1ccc(N=Cc2c(O)c(C(=O)Nc3ccccc3)cc3ccccc23)cc1
    -3	/	/	8	-4	-19	-9	/
35	CCN(C(=O)c1sc(N)c(C#N)c1C)C1CCCCC1
    -2	6	3	1	-3	-6	-2	1.3
36	COC(=O)c1cc(Cl)c(N)cc1OC
    1	-7	-3	0	-4	5	-5	-1.4
37	O=C(CCNC(=O)N1CC(=O)Nc2ccccc21)NCc1ccc(F)cc1
    1	-6	-5	0	-4	11	-18	-2.2
38	COc1ccc(N2C(=O)CC(N3CCN(Cc4ccc5c(c4)OCO5)CC3)C2=O)cc1 (stereo not given)
    0	5	10	-1	-3	2	-5	-1.8
39	COc1cccc(C(=O)CN(C(=O)c2ccc(Cl)cc2Cl)N2C(=O)c3ccccc3C2=O)c1
    1	-2	-9	1	0	3	2	1.9
40	Cc1ccc(C)c(C(=O)COC(=O)c2cc([N+](=O)[O-])ccc2NCCO)c1
    /	-14	4	-7	/	-2	10	1.6
41	O=C(Cn1cnc2ccccc21)NC(c1ccccc1)c1ccccc1
    2	6	-3	-1	-5	15	-9	-1.4
42	CCOC(=O)c1c(C)n(C)c2ccc(OC)c(NC(=O)CN3CCSCC3)c12
    -7	0	-6	-2	-5	-3	13	0.5
43	COc1ccc(C(=O)/C=C/c2cccs2)c(OC(=O)c2cccc([N+](=O)[O-])c2)c1
    -5	-3	-2	0	-7	11	-18	0.8
44	Nc1ccccc1Nc1ccc([N+](=O)[O-])cc1[N+](=O)[O-]
    0	-4	-2	-3	-3	-6	7	0.0
45	O=C(O)c1ccc(NS(=O)(=O)c2ccc(NC(=O)c3ccccc3Cl)cc2)cc1
    -3	2	-1	-1	-8	4	0	-1.7
46	CC(C)Cc1cc(C(=O)Nc2ccc(F)cc2F)no1
    2	-1	-5	0	0	10	-3	1.2
47	CCN(CC)CCNC(=O)c1ccc(NC(=O)COc2ccc3c(c2)CCC3)cc1
    -4	8	-10	2	-7	16	-9	-0.7
48	COC(=O)CN1C(=O)[C@H]2[C@@H](/C=C/c3ccccc3)N3C(=O)CN(Cc4ccc(-c5ccccc5)cc4)C(=O)[C@@]3(C)[C@H]2C1=O
    -1	3	-11	2	0	-16	-2	-0.9
49	CCOC(=O)C(C)Oc1cccc2c(=O)n(CC(=O)N3CCN(C(=O)OCC)CC3)ccc12 (stereo not given)
    -7	1	1	2	-10	-12	-1	0.1
50	COc1cccc(C2C(C#N)=C(N)N(N(C)C)C3=C2C(=O)CC(C)(C)C3)c1 (stereo not given)
    -1	-7	-3	4	-6	6	-6	1.1
51	CCCn1c(=O)n(C)c(=O)c2c(SC(C)C(=O)NCC3CCCO3)nc(CC(C)C)nc21 (stereo not given)
    -1	5	7	0	-10	4	13	-1.5
52	CC(C)c1csc(CN2CCC(n3nccc3NC(=O)Cc3ccccc3)CC2)n1
    2	4	-14	0	18	2	12	-1.5
53	CCC(CC)c1nnc(NC(=O)/C=C/c2ccco2)s1
    7	-12	-4	-2	0	-3	-4	-1.2
54	Cc1ccc(-n2cc(CNC(C)c3cnn(C)c3C)c(-c3ccc(F)cc3)n2)cc1 (stereo not given)
    -2	0	-4	-2	-3	3	-2	3.7
55	O=S(=O)(N1CCCCC1)N1CCCN(S(=O)(=O)N2CCCCC2)CC1
    -1	4	-14	0	-3	5	19	0.2
56	O=C(COC(=O)c1cccs1)NC1CCCCC1
    0	3	-2	1	1	8	4	-2.1
57	Cc1cccc(S(=O)(=O)Nc2nc3ccccc3nc2NCC2CCCO2)c1 (stereo not given)
    -1	-2	-7	0	-5	-2	0	-0.1
58	O=C(Nn1c(-c2ccccc2)nc2ccccc2c1=O)C1CCC1
    6	7	-4	1	-1	-10	5	-0.1
59	CCCCCCCCCCCCN1C/C(=C\C(=O)OCC)c2ccccc2S1(=O)=O
    2	9	8	0	1	25	12	-0.4
60	COc1ccc(N2CCN(C(c3ccc4ncccc4c3)c3nnnn3C(C)(C)C)CC2)cc1 (stereo not given)
    2	2	6	0	-1	-7	-17	0.0
61	CC(=O)CC(=O)Nc1ccc(C(N)=O)cc1
    3	0	5	1	3	-2	37	-1.2
62	COC(=O)/C(NC(C)=O)=C(\C)c1ccc(Cl)cc1
    4	0	7	-1	-2	-25	-15	-0.1
63	Cc1cc(S(=O)(=O)Nc2ccc3c(c2)n(C)c(=O)n3C)ccc1F
    -3	-12	-2	1	-7	1	23	1.2
